# Source: PubChem BioAssay (several laboratories)
# NTR1 agonist = agonists of NTR1, primary screen, imaging, U2OS cells, beta-arrestin-GFP, high content (AID 493036); P30989; NTR1-U2OS beta-arrestin-GFP spot imaging, agonist mode; activation, % at 20 µM; actives 0.17% (n = 330,000);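 active = activation at or above 40% of the spot to cytoplasm intensity ratio, with at least 20 cells analyzed; inconclusive = wells under 20 cells, flagged as cytotoxic or low count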;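 also: 0% = DMSO without peptide and 100% = 100 nM NTR1 peptide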
# Target sequence (P30989 whole entry, looked up): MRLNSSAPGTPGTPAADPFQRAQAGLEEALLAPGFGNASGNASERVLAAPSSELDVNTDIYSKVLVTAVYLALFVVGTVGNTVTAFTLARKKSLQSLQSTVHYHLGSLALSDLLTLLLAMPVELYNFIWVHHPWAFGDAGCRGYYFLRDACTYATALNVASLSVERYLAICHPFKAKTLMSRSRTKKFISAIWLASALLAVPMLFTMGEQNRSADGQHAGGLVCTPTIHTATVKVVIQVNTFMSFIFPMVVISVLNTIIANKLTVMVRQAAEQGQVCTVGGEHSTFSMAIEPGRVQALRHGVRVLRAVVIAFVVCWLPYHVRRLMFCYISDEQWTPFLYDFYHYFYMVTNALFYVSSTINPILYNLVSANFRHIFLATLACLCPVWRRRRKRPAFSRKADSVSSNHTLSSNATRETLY
# T cell HTS = T cell immune modulators affecting CD8 T cell-vesicle binding; 2C CD8+ T cell-vesicle binding, flow cytometry; stronger effect = lower value; calls only at 7 µM; actives 0.068% (n = 330,000); AID 2052;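 active = response, share of CD8 T cells binding vesicles, and their 90th percentile fluorescence all below set limits, cut at about 80% in these data, passing the limit was not always enough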
#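 System: murine 2C transgenic CD8+ T lymphocytes; also added: QL9-loaded Drosophila micro-vesicles; times: binding 1.5 h at 37 °C; measured by: flow cytometry, PE anti-B7-1 (FL2) versus Alexa647 anti-CD8 (FL8), PFA-fixed; control set: Peptide-free naked vesicles (low) and QL9 vesicles with 0.7% DMSO vehicle (high)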
# Rac1 GTP hydrolysis = MgcRacGAP GTPase-activating activity inhibitors, confirmation, biochemical, ADP Hunter fluorescence | MgcRacGAP-stimulated Rac1 GTP hydrolysis, ADP Hunter fluorescence; higher % means a stronger effect; GST-tagged Rac1 F28L mutant substrate | one-dose inhibition, % at 30 µM; IC50 in µM for titrated hits | actives 0.6% (n = 340,000);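 active = first-screen hits whose inhibition reached a set limit at any dose in the follow-up dose series; inconclusive = inhibition above the set first-screen limit but never retested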;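 also: fluorescence reports GDP produced by GAP-driven GTP hydrolysis; strong numbers were not always called active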
# GPR35 antagonists = inhibition of zaprinast-stimulated GPR35 beta-arrestin translocation – imaging, U2OS, beta-arrestin-GFP, zaprinast agonist, primary screen (AID 2058); actives 0.052% (n = 290,000); inhibition, % at 10 µM, or IC50 in µM where a hit was titrated; U2OS GPR35 beta-arrestin-GFP translocation imaging, zaprinast antagonism; higher % means a stronger effect;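 active = inhibition of at least 50% with at least 30 cells and total cytoplasm GFP at most 10,000,000; inconclusive = under 30 cells or total GFP of 10,000,000 plus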
# GPR55 activation = GPR55 agonists via beta-arrestin recruitment, primary screen, imaging, U2OS cells, beta-arrestin-GFP redistribution (AID 1961); actives 0.048% (n = 290,000); one-dose activation, % at 10 µM; EC50 in µM for titrated hits; U2OS GPR55 beta-arrestin-GFP redistribution imaging; higher % means a stronger effect;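 active = activation above 40% with more than 50 cells counted in the well; inconclusive = wells holding fewer than 50 cells, flagged as toxic or sparse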;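 also: U2OS osteosarcoma cells stably expressing GPR55 and beta-arrestin-GFP; plate controls were DMSO negative control for no effect and LPI positive control for full effect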
# LYP inhibition = inhibitors of LYP phosphatase, biochemical, fluorescence intensity, uHTS (AID 1779). recombinant LYP phosphatase, fluorescence intensity; higher % means a stronger effect. inhibition, % at 11.5 µM, or IC50 in µM where a hit was titrated. actives 0.054% (n = 290,000); in the data active = inhibition above about 50%;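 also: plate controls were vehicle with enzyme for no effect and no enzyme for full effect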
# SV40 large T antigen = TAg ATPase/helicase activity blockers – biochemical (AID 1903); actives 0.39% (n = 310,000); SV40 large T antigen ATPase/helicase inhibition assay; higher % means a stronger effect; inhibition, % at 20 µM, or IC50 in µM where a hit was titrated; in the data active = a potency from the dose series; inconclusive = inhibition mostly from about 32% at the one dose, without a potency; inactive = the rest, 99 in 100 with inhibition below about 32%; also: strong numbers were not always called active
# GPR55 LPI antagonism = GPR55 antagonists blocking LPI-driven arrestin recruitment, primary screen, imaging, U2OS, beta-arrestin-GFP, LPI agonist (AID 2013) | inhibition, % at 10 µM; hits with a dose series show IC50 in µM | actives 0.13% (n = 290,000) | U2OS GPR55 beta-arrestin-GFP translocation imaging, LPI antagonism; higher % means a stronger effect;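 active = spots per cell inhibited over 60%, with over 100 cells counted and total cytoplasm intensity under 500,000; inconclusive = wells with under 100 cells, flagged as likely toxic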;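 also: U2OS cells stably carrying GPR55 and arrestin-GFP stimulated by 5 µM LPI near EC80; imaged beta-arrestin-GFP aggregate spots per cell after agonist stimulation; plate controls were LPI-stimulated DMSO wells for no effect and DMSO wells without LPI for full effect; some results filed as inactive read as strong as hits; confirmed hits need IC50 under 10 µM and bright autofluorescent wells are also inconclusive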
# Hep lipid drop = modulators of hepatic lipid droplet formation; AID 1656; inhibition, % at 6.5 µM; actives 0.4% (n = 240,000); AML12 mouse hepatocytes, oleate lipid droplets, BODIPY imaging;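 active = lipid droplet intensity inhibited by at least 50%, with more than 500 cells counted; inconclusive = wells with under 300 cells, treated as cytotoxic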
#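 material = mouse AML12 hepatocyte cell line, fixed after treatment | also added = 100 µM oleic acid challenge | doses = compound at 6.5 µM only | schedule = overnight exposure | technique = Image-based BODIPY and DAPI two-channel analysis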
# Hep lipid drop cells 6.5 µM = recorded beside Hep lipid drop, whose call it bears; cell count; measured here: cell count, cytotoxicity flag;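 cells counted across two imaged fields per well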
# T cell HTS vesicle-bound % = recorded beside T cell HTS, whose call it bears; double positive events, %; measured here: CD8+ vesicle-bound cell fraction;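 binding gate set so that unloaded-vesicle control wells show 10% double positive cells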
# NTR1 agonist cell count 20 µM = second read-out of NTR1 agonist, no call of its own (marks repeat the call); cell count; measured here: cell count, cytotoxicity flag
# * hit, by the source's call; i = inactive; u = inconclusive; x = not tested or not shown.
SMILES,NTR1 agonist,NTR1 agonist cell count 20 µM,T cell HTS,T cell HTS vesicle-bound %,Rac1 GTP hydrolysis,GPR35 antagonists,GPR55 activation,LYP inhibition,SV40 large T antigen,GPR55 LPI antagonism,Hep lipid drop,Hep lipid drop cells 6.5 µM
Fc1ccccc1NC(=S)N1CCC(c2ccccc2)C1 (centres undefined),-0.5,52,i,28,1%,0%,0.2%,-5%,14%,11%,8,701
Cc1ccc(S(=O)(=O)N2CCOC2CNC(=O)C(=O)NCCc2c[nH]c3ccccc23)cc1 (centres undefined),-0.6,94,i,61,-1%,-19%,-0.1%,-5%,-3%,10%,-10,680
COc1cccc(C2/C(=C(/O)c3ccccc3)C(=O)C(=O)N2CCCC(=O)O)c1 (centres undefined),x,x,x,x,1%,18%,-0.1%,-8%,11%,14%,x,x
Cc1ccc(Nc2c(-c3ccccn3)nc3ccc(C)cn23)cc1,9.6,59,i,23,2%,-2%,0.7%,-1%,13%,9%,-2,655
CN(C)[C@@H]1C(=O)C(C(N)=O)=C(O)[C@@]2(O)C(=O)C3=C(O)c4c(O)ccc(Cl)c4[C@@H](O)[C@H]3C[C@@H]12,0.5,54,i,29,0%,-16%,-0.1%,3%,u,13%,1,725
O=C(/C=C/c1ccc2c(c1)OCO2)Nc1nc2ccc(F)cc2s1,-0.3,58,i,31,9%,-4%,0.0%,-5%,13%,12%,-12,646
CC(C)CCNC(=O)C1CCN(S(=O)(=O)c2ccc3c(c2)CCC(=O)N3)CC1,0.3,59,i,50,1%,-2%,-0.1%,-6%,0%,1%,x,x
CCOc1cc(S(=O)(=O)N2CCC(Cc3ccccc3)CC2)c(OCC)cc1-n1cnnn1,2.6,53,i,42,9%,4%,0.0%,6%,x,-1%,-7,715
CCCCCCCC(=O)NN1CCOCC1,-0.9,31,i,56,2%,-2%,0.0%,-4%,12%,-4%,x,x
Cc1[nH]n(C(N)=S)c(=O)c1N=Nc1cccc([N+](=O)[O-])c1C,1.9,61,i,51,16%,3%,1.2%,-11%,11%,-3%,-7,888
O=C(Nc1ccc(F)cc1)Nc1ccc([N+](=O)[O-])cn1,1.9,50,i,40,3%,-7%,-0.4%,-5%,10%,2%,11,683
COc1ccc(C2c3cc(OC)c(OC)cc3CCN2C2CC(=O)N(c3ccccc3)C2=O)cc1OC (centres undefined),5.0,52,i,44,1%,-2%,0.0%,-8%,7%,1%,2,738
O=C(NCCCN1CCOCC1)c1cccnc1SCc1ccccc1Cl,-0.5,91,i,55,-3%,2%,-0.4%,-6%,5%,-13%,-2,725
CCN1C(=O)NC(c2cc(Br)ccc2OC)C(C(=O)OC)=C1C (centres undefined),1.1,53,i,4,4%,-7%,-0.3%,-6%,5%,10%,-44,729
CC1(C(=O)N/N=C/c2ccccc2)CC1(Cl)Cl (centres undefined),0.6,73,i,52,10%,-2%,-0.1%,-12%,7%,-7%,0,797
C#Cc1ccc(C(=O)NCc2ccc(N3CCCC3=O)cc2)cc1,3.4,40,i,43,13%,-8%,0.0%,-7%,9%,2%,-2,642
Cc1ccc(S(=O)(=O)N(C)C)cc1NC(=O)/C=C/c1cccs1,1.1,43,i,13,2%,-6%,0.6%,-2%,13%,4%,-1,570
CC(C)NC(=O)Cn1c(SCC(=O)N2c3ccccc3CC2C)nc2ccccc21 (centres undefined),-0.2,59,i,48,2%,-2%,-0.1%,4%,-3%,-2%,x,x
COc1ccc(/C=N/NC(=O)C(=O)/C=C2\NC3(CCCC3)Cc3ccccc32)cc1,13,72,i,50,0%,-13%,-0.3%,1%,29%,14%,2,623
Cc1ccc2cc3cc(C(=O)NC4CCCCC4)oc3nc2c1,0.8,45,i,28,10%,10%,-0.1%,-10%,2%,9%,-3,748

# Of the compounds above, these contain a nitro group on carbon:
SMILES,NTR1 agonist,NTR1 agonist cell count 20 µM,T cell HTS,T cell HTS vesicle-bound %,Rac1 GTP hydrolysis,GPR35 antagonists,GPR55 activation,LYP inhibition,SV40 large T antigen,GPR55 LPI antagonism,Hep lipid drop,Hep lipid drop cells 6.5 µM
Cc1[nH]n(C(N)=S)c(=O)c1N=Nc1cccc([N+](=O)[O-])c1C,1.9,61,i,51,16%,3%,1.2%,-11%,11%,-3%,-7,888
O=C(Nc1ccc(F)cc1)Nc1ccc([N+](=O)[O-])cn1,1.9,50,i,40,3%,-7%,-0.4%,-5%,10%,2%,11,683

# Back to the main list with the three entries that preceded the break.
SMILES,NTR1 agonist,NTR1 agonist cell count 20 µM,T cell HTS,T cell HTS vesicle-bound %,Rac1 GTP hydrolysis,GPR35 antagonists,GPR55 activation,LYP inhibition,SV40 large T antigen,GPR55 LPI antagonism,Hep lipid drop,Hep lipid drop cells 6.5 µM
CC(C)NC(=O)Cn1c(SCC(=O)N2c3ccccc3CC2C)nc2ccccc21 (centres undefined),-0.2,59,i,48,2%,-2%,-0.1%,4%,-3%,-2%,x,x
COc1ccc(/C=N/NC(=O)C(=O)/C=C2\NC3(CCCC3)Cc3ccccc32)cc1,13,72,i,50,0%,-13%,-0.3%,1%,29%,14%,2,623
Cc1ccc2cc3cc(C(=O)NC4CCCCC4)oc3nc2c1,0.8,45,i,28,10%,10%,-0.1%,-10%,2%,9%,-3,748
Fc1ccc(NC(=S)NCCc2ccccc2)c(F)c1F,0.7,52,i,18,4%,21%,-0.1%,-7%,31%,-4%,x,x
N#CCC(CNc1ncc(C(F)(F)F)cc1Cl)OC(=O)c1ccc(Cl)cc1Cl (centres undefined),14,45,i,28,2%,10%,0.6%,4%,8%,-4%,4,700
CC(C)COc1nc2c(c(=O)n(C)c(=O)n2C)n1C,0.5,53,i,40,x,4%,0.3%,-2%,4%,3%,26,842
Cc1ccc(NCCC(=O)c2ccc(Cl)c(Cl)c2)cc1,2.6,58,i,43,2%,-7%,-0.1%,-4%,-3%,5%,x,x
CC(C)(C)C1CCC2(CC1)Nc1cccc3cccc(c13)N2,-0.5,105,i,21,12%,22%,-0.2%,-5%,4%,-1%,-8,667
CCOc1cc(/C=N/NC(=O)CN2CCCCC2)ccc1OCc1ccc(Cl)cc1,9.0,53,i,41,3%,26%,0.2%,1%,2%,2%,24,674
CN(C)C(CNC(=O)C1CCN(C(=O)/C=C/c2ccccc2)CC1)c1ccccc1 (centres undefined),1.4,59,i,23,4%,-1%,0.5%,-9%,3%,-1%,13,812
CCn1c(O)c(/C=N/N=C2CCCC2)c2ccc(C3=NNC(=O)CC3)cc21,7.7,84,i,22,9%,8%,-0.1%,-1%,13%,2%,x,x
CCN1CCN(C(=O)c2ccc(CSc3ccc(C)cc3)cc2)CC1,0.3,62,i,41,-1%,13%,-0.1%,-4%,14%,-6%,x,x
Cc1cc(C)n2cc(CSc3nnnn3C)nc2n1,-0.4,37,i,23,12%,1%,0.1%,0%,-3%,6%,-8,728
CCOc1cc(CNc2ccc(CNc3ncn[nH]3)cc2)ccc1OCc1ccccc1,0.4,62,i,27,5%,-1%,0.0%,11%,3%,14%,-7,641
Cc1[nH]c2ccccc2c1C1(O)C(=O)N(C(C)C)c2ccccc21 (centres undefined),4.0,61,i,13,2%,3%,-0.1%,3%,7%,12%,-11,825
O=C(Nc1ccc(O)cc1)c1ccc2c(c1)C(=O)N(Cc1ccccc1)C2=O,0.7,65,i,54,39%,6%,0.5%,-7%,36%,6%,14,821
COc1ccc(NC(=O)C2Cc3cccc(OC)c3O/C2=N\O)cc1 (centres undefined),0.4,51,i,38,17%,4%,-0.1%,-11%,7%,1%,x,x
Cn1c(=O)oc2cc(S(=O)(=O)CCC(=O)N3CCN(c4ccccc4F)CC3)ccc21,2.6,60,i,60,-12%,2%,-0.1%,-4%,3%,-4%,-4,742
